MC4R barr agon: activates human MC4R beta-arrestin recruitment. P32245. U2OS MC4R beta-arrestin complementation, luminescence; percent of melanotan II response, DMSO zero. activation, % at 8.9 µM. actives 0.98% (n = 360,000);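 active = activation above a per-plate cutoff, the mean activation of sample wells on that plate plus 3 SD, cut at about 8% in these data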
Target sequence (P32245 whole entry, looked up): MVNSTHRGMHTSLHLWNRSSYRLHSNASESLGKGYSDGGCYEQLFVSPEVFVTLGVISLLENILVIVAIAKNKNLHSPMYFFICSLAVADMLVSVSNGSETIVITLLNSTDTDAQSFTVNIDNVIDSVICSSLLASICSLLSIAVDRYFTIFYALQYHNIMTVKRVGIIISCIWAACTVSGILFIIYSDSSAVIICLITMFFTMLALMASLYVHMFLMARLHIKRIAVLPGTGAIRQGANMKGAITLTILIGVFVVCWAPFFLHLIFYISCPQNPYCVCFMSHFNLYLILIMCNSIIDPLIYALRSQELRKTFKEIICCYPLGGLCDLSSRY
N-glyco inh: N-linked glycosylation inhibition | D54 ERlucT glycosylation luciferase reporter, 24 h; percent of 100 nM tunicamycin response | reporter increase, % at 12.5 µM | actives 0.23% (n = 360,000) | AID 588692;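 active = mean luciferase reporter signal, scaled so untreated is 0 and the glycosylation-blocking control 100, at or above a set limit in every replicate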;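 note: luciferase carries N-glycosylation sites so blocking glycosylation raises the light; 0% = median of neutral control wells and 100% = median of 100 nM tunicamycin wells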
ABCB6 inh 2: inhibitors of human ABC transporter ABCB6 | Q9NP58 | K562-ABCB6 porphyrin accumulation, flow cytometry, 1 h; active compounds read low | fluorescence ratio to DMSO, % at 10 µM | actives 0.19% (n = 360,000) | AID 602162;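 active = fluorescence ratio to DMSO below 75%, the collection mean minus 3 SD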;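 note: signal is porphyrin accumulated inside mitochondria; 100% equals median channel fluorescence of DMSO control wells; lower ratio means ABCB6 inhibition with less porphyrin fluorescence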
MC4R antag cAMP: blocks human MC4R cAMP signaling; P32245; MC4R-expressing cells, MTII-stimulated cAMP, LANCE TR-FRET; inhibition, % at 6.5 µM; actives 0.48% (n = 360,000); AID 540295;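 active = inhibition above its plate's cutoff, the mean of tested wells on that plate plus 3 SD, cut at about 29% in these data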;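 note: 0% = Melanotan II alone and 100% = Melanotan II plus saturating MCL0020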
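System – human MC4R-expressing U2OS cells · Also added – Melanotan II · Dosing – one concentration, 6.5 µM nominal · Timing – 30-min compound, 1-h challenge, 1-h detection, room temperature · Measured by – Eu-cAMP/anti-cAMP TR-FRET, emission 671 nm · Replicates – singlicate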
PDI turbidity: inhibitors of human protein disulfide isomerase | P07237 | PDI insulin aggregation turbidity, A650, 90 min | inhibition, % at 10 µM | actives 0.052% (n = 350,000) | AID 588391;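 active = mean inhibition across replicates of 30% or more, whatever share of single replicates reach that level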;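 note: absorbance from insulin aggregation driven by PDI reduction with DTT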
Target sequence (P07237 whole entry, looked up): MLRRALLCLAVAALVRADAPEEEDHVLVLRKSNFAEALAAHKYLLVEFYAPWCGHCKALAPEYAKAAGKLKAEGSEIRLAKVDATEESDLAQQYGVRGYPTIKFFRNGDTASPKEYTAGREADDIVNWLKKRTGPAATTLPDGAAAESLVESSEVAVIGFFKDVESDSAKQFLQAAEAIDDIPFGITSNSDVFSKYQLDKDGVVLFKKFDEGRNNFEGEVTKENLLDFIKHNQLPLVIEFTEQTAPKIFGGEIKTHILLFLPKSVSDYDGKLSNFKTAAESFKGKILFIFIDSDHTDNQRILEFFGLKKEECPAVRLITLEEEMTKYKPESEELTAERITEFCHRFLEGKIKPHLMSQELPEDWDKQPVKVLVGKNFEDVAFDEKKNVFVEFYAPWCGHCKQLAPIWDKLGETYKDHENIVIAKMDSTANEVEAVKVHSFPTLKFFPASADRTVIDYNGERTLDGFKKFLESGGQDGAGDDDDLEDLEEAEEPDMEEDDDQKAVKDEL
H9c2 protect: protects H9c2 cardiomyocytes from peroxide injury; AID 588492; actives 0.63% (n = 360,000); H2O2 injury protection, ATPLite, 2 h; protection from H2O2 cell death, % at 20 µM;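 active = compounds giving at least 50% protection of heart cells from peroxide-induced death in the single-dose screen, raw or plate-pattern-corrected value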;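 note: 0% = DMSO wells with peroxide and 100% = DMSO wells without peroxide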
HTR2A ag: activates the mouse 5-HT2A serotonin receptor; CHO-K1 mHTR2A beta-arrestin complementation, luminescence; percent of 30 µM serotonin response; activation, % at 7.6 µM; actives 0.66% (n = 360,000); AID 624169;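 active = activation above a run cutoff, the mean activation of all tested compounds plus 3 SD, cut at about 14% in these data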;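 note: 0% = plate median of compound wells and 100% = 30 µM serotonin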
CaV13 ICDI inh: Primary screen for inhibitors of IQ motif and Ca2+-dependent inactivation inhibitor domain binding in CACNA1D, Förster resonance energy transfer in living cells, … | actives 0.098% (n = 340,000) | inhibition, % at 12.3 µM | HEK cells, CFP/YFP FRET ICDI-IQ, plate reader, 10 min; percent FRET-ratio fall versus neutral wells | AID 743397;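 active = mean replicate inhibition of at least 30% and at least 1% of replicates passing that level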;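 note: 0% = median of the neutral control wells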
aDG glyco up: alpha-DG glycosylation activation; activation, % at 10 µM; AID 624168; actives 0.22% (n = 360,000); Pro5-aDG cells, alpha-DG glycosylation AlphaScreen (IIH6); 0% Pro5, 100% B10-LARGE cell signal;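 active = activation of at least 8% versus controls, or a plate z-score of at least 8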;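 note: Pro5 are CHO cells carrying HIG-tagged alpha-DG that lacks glycosylation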
Vif inh: inhibitors of HIV Vif; actives 0.35% (n = 340,000); inhibition, % at 7.49 µM; HEK293T cells, Vif self-association by quenched fluorescence, imaging, 24 h; in the data active = inhibition above about 50%, passing the limit was not always enough; note: some results filed as inactive read as strong as hits
Active calls of the source: *; nt = not tested or not shown.

# | Structure | MC4R barr agon | N-glyco inh | ABCB6 inh 2 | MC4R antag cAMP | PDI turbidity | H9c2 protect | HTR2A ag | CaV13 ICDI inh | aDG glyco up | Vif inh
1 | CCN1C(=O)N[C@@H](c2cccc(C(F)(F)F)c2)C(C(=O)OC)=C1C | 0.1 | 5.1 | 92.0 | 6.8 | -2.8 | 4.7 | 5.6 | -4.0 | 0.3 | -9.7
2 | CCOc1ccc2[nH]c3c(NCCC(C)C)ncnc3c2c1 | -1.3 | 4.6 | 93.0 | 19.3 | 5.3 | -18.9 | -6.0 | -2.3 | 0.7 | -15.4
3 | Clc1ccc(Cc2ccc(SCc3ccccc3)nn2)c(Cl)c1 | -2.4 | -0.4 | 91.0 | -11.5 | -12.6 | -13.7 | -0.2 | -4.9 | 0.1 | 0.4
4 | COc1ccccc1OCC(=O)NNC(=O)c1ccc2c(=O)n3c(nc2c1)CCC3 | -2.9 | 3.4 | 88.0 | 2.5 | 7.8 | -2.5 | -1.0 | nt | 0.1 | 8.8
5 | CC(=O)Nc1ccc(NS(=O)(=O)c2ccc3ccccc3c2)cc1 | 3.1 | -0.8 | 95.0 | 1.1 | 3.4 | -3.4 | -3.9 | -3.4 | 2.4 | 2.7
6 | O=C(CCSc1ccccc1)Nc1ccccc1Br | -1.3 | -0.1 | 325.0 | -4.3 | 2.2 | -9.1 | 4.4 | nt | -0.3 | -1.6
7 | COc1ccccc1CC(=O)NN1C(=O)NC2(CCC(C)CC2)C1=O (stereo not drawn) | 1.1 | -3.4 | 100.0 | 4.2 | 0.2 | 0.3 | 0.2 | -4.8 | -0.2 | 5.3
8 | N#Cc1nc(COc2ccccc2Cl)oc1NCc1ccco1 | -1.6 | 1.4 | 87.0 | -2.2 | -2.7 | -2.5 | -9.3 | -3.4 | -0.3 | -6.7
9 | Cc1cc(C)c2c(CN3CCOCC3)cc(=O)oc2c1 | -1.7 | 2.8 | 93.0 | -4.8 | 6.5 | -0.1 | 5.5 | -3.8 | 0.0 | 14.3
10 | Cc1cc(=O)[nH]c(SCc2nnnn2-c2ccc(Cl)cc2)n1 | 0.8 | 2.0 | 103.0 | -0.3 | 0.2 | 2.9 | 4.1 | -3.1 | 0.0 | 5.6
11 | Cc1ccc(-c2cc(Cc3ccc(N(C)C)cc3)c(=O)[nH]n2)cc1 | -2.6 | 4.8 | 97.0 | 7.8 | -11.0 | -10.7 | -0.3 | -20.2 | 0.0 | -2.4
12 | Cc1noc(C)c1C(=O)N1CCC1(C)C(=O)NS(=O)(=O)c1ccc(Br)cc1 (stereo not drawn) | -1.7 | -0.3 | 97.0 | 6.9 | 5.2 | 9.6 | -1.5 | -17.3 | 0.5 | 2.1
13 | Cc1ccccc1OCC(=O)Nc1ccc(NC(=O)c2ccco2)cc1 | -1.9 | 2.0 | 99.0 | 7.9 | -4.4 | 3.3 | -3.5 | -6.2 | 0.4 | -17.9
14 | Nc1c(N)c2ccccc2oc1=O | -0.8 | 3.8 | 90.0 | 0.8 | -0.9 | -1.7 | -4.6 | nt | -0.1 | 0.4
15 | COc1ccc(C(=O)Oc2cc(C)c(CN3CCOCC3)cc2C)cc1OC | -1.5 | -2.1 | 100.0 | 4.4 | -2.4 | 0.0 | 1.0 | -4.5 | 0.5 | 1.7
16 | O=C(CCC(=O)N(CC(=O)NC1CCCCC1)c1ccc(F)cc1)Nc1ccccn1 | -1.1 | 0.5 | 101.0 | 7.2 | -5.1 | -3.4 | -2.4 | -2.5 | 0.0 | -7.4
17 | O=C(c1ccc(Cl)nc1)N1CCN(S(=O)(=O)c2ccc(Cl)cc2)CC1 | -1.9 | 1.7 | 99.0 | 4.3 | 11.2 | 4.1 | -2.2 | -6.2 | -0.3 | 3.5
18 | Cc1ccc(OC(=O)COc2ccccc2C)cc1 | 2.1 | 0.4 | 102.0 | 11.8 | 0.5 | -5.5 | 2.1 | -16.2 | 0.2 | 8.3
19 | O=C(c1ccccc1)N1CCN(c2ccccc2)CC1 | -1.2 | -1.8 | 98.0 | 6.7 | 10.0 | 5.7 | 3.2 | -9.2 | 1.4 | -11.0
20 | COc1ccc(OC)c(NC(=O)CSc2nnc(CNc3ccc(F)cc3)o2)c1 | -1.2 | 2.3 | 90.0 | 7.1 | 8.0 | 1.0 | -1.3 | -4.6 | -0.3 | 0.4
21 | COc1cc(/C=N\Nc2cc(=O)n(C)c(=O)n2C)ccc1O | 1.2 | 2.9 | 103.0 | 7.3 | 1.0 | 11.4 | -0.7 | -4.3 | -0.3 | 1.2
22 | O=C1CC(=O)Nc2cc(S(=O)(=O)N3CCN(c4ccc([N+](=O)[O-])cc4)CC3)ccc2N1 | -2.0 | 3.9 | 98.0 | 14.3 | -2.0 | 9.4 | -2.0 | -3.0 | 0.0 | 9.4
23 | CN(CC(=O)NCc1ccco1)CC(=O)Nc1ccc(F)c(F)c1F | -1.0 | -1.0 | 100.0 | 11.9 | 8.1 | 4.6 | -0.7 | -6.7 | 0.0 | 9.6
24 | Cc1ccc(-c2nc(CN3CCCCC3c3cccc(F)c3)c(C)o2)o1 (stereo not drawn) | -1.2 | -3.7 | 95.0 | -3.6 | -0.5 | 6.5 | -0.9 | -6.6 | 0.0 | 14.6
25 | Cc1cc2oc(C(=O)Nc3c(C)n(C)n(-c4ccccc4)c3=O)c(C)c2cc1Cl | 1.0 | 16.8 | 95.0 | 4.9 | -5.4 | -11.0 | 5.1 | -6.1 | -0.1 | -2.4
26 | COc1ccc(-c2n[nH]c3c2CN(C(=O)c2ccc(OC)c(OC)c2)CC3)cc1 | -2.9 | 39.3* | 105.0 | -17.4 | 2.0 | 0.1 | 5.3 | -2.2 | 0.2 | -1.9
27 | Cc1ccc(NS(=O)(=O)c2ccc(C(=O)N3CCOCC3)cc2)cc1 | -4.6 | -0.2 | 98.0 | 2.2 | 0.3 | -4.6 | 10.4 | -5.5 | 0.3 | -14.1
28 | O=S(=O)(c1ccc(F)cc1)N1CCN(S(=O)(=O)c2cc(F)ccc2F)CC1 | 3.2 | 3.5 | 93.0 | 4.7 | -1.9 | 0.3 | -2.2 | -2.0 | 0.1 | 0.5
29 | Cc1ccc(C)c(COC(=O)c2cccc(S(=O)(=O)N3CCCC3)c2)c1 | 5.9 | -5.9 | 102.0 | 17.1 | -15.0 | -15.1 | -5.5 | -5.8 | -0.1 | -8.1
30 | c1ccc(C2CCC(N3CCNCC3)CC2)cc1 (stereo not drawn) | -3.1 | 1.6 | 103.0 | 12.0 | -2.2 | 3.8 | -2.6 | -2.0 | 0.0 | -4.5
31 | O=C(O)c1ccc(CN2C(=O)CSC2=S)cc1 | -1.0 | -1.0 | 77.0 | 2.9 | -8.3 | 0.3 | -2.0 | nt | 0.3 | 4.6
32 | S=C(NCc1ccco1)Nc1ccccn1 | -3.3 | -2.2 | 101.0 | 7.1 | -4.0 | 0.0 | 1.4 | -4.0 | 0.6 | -8.1
33 | Cc1onc(-c2ccccc2)c1C(=O)NCc1cccs1 | -0.9 | -0.3 | 99.0 | 1.3 | -0.4 | -0.7 | -2.0 | -4.6 | -0.1 | nt
34 | O=C(NCC(=O)N1CCN(c2ccc([N+](=O)[O-])cc2)CC1)c1ccco1 | -2.8 | -1.3 | 104.0 | -0.8 | -1.2 | 1.7 | -3.4 | -6.0 | 0.7 | -4.1
35 | CCOc1ccc2nc(NC(=O)C3=NN(c4ccccc4)C(=O)CC3)sc2c1 | -2.3 | 0.6 | 74.0* | 3.4 | -19.7 | 6.6 | -0.1 | -4.8 | -0.4 | 5.6
36 | CCOC(=O)NC(Nc1ccc(S(N)(=O)=O)cc1)(C(=O)OCC)C(F)(F)F (stereo not drawn) | 0.1 | 8.2 | 100.0 | -5.4 | 2.8 | 0.3 | 7.3 | -4.0 | 0.1 | 13.5
37 | COc1c2ccc(C(=O)NCCCCc3ccccc3)cc2nn1C | -1.6 | 3.4 | 91.0 | -0.7 | 2.6 | -2.1 | -1.7 | -9.2 | 0.4 | -0.8
38 | O=C(COC(=O)Cc1ccsc1)Nc1ccc(Cl)cc1F | -0.1 | 1.1 | 102.0 | 4.6 | -4.4 | 0.2 | -2.7 | -3.9 | 0.1 | -0.8
39 | O=C(N/N=C/c1ccncc1)c1nn(Cc2ccccc2)c(=O)c2ccccc12 | -2.5 | 1.4 | 97.0 | 2.0 | 0.8 | 1.8 | -6.3 | -21.9 | -0.1 | -4.1
40 | CC(C)CC(=O)c1c[nH]c(C(=O)NCc2cccs2)c1 | -1.5 | -2.4 | 103.0 | 0.4 | -6.5 | 1.9 | -2.1 | -3.9 | 0.1 | nt
41 | CCOCCCNC(=O)C(NC(=O)CNC(C)=O)c1ccc(Cl)cc1 (stereo not drawn) | -2.2 | 0.9 | 93.0 | 4.8 | -15.4 | 5.4 | 5.5 | 1.3 | -0.2 | 0.9
42 | COc1ccccc1C(=O)NNC(=O)C(=O)Nc1ccc(C)cc1 | -1.3 | 0.0 | 99.0 | 17.8 | 0.5 | 12.2 | 3.4 | -4.2 | -0.1 | -4.1
43 | COc1ccc(/C=C/C(=O)OCC(=O)c2c(C)[nH]c3ccccc23)cc1OC | -2.4 | -1.8 | 101.0 | 8.2 | 3.1 | 1.3 | 5.1 | -15.2 | 0.1 | -12.3
44 | COc1ccccc1-n1nnnc1SCC(=O)Nc1ccccn1 | 0.1 | 1.1 | 95.0 | -0.8 | -3.0 | 4.6 | 0.1 | -4.1 | 0.1 | 1.1
45 | CC12CC3CC(C)(C1)CC(C(O)CN1CCOCC1)(C3)C2 (stereo not drawn) | -0.1 | -1.3 | 96.0 | 7.3 | -1.3 | 0.3 | 16.0* | -3.7 | 0.0 | -4.0
46 | CC[C@@]12C(=O)N(c3ccccc3)C(=O)N1[C@H](c1cccc(C)c1)[C@@H]1C(=O)N(Cc3ccccc3)C(=O)[C@@H]12 | -0.6 | 0.2 | 92.0 | 4.5 | -3.9 | 0.1 | -1.6 | 5.1 | 0.1 | -7.1
47 | O=C(CSc1nnc2ccccn12)Nc1cccc(-c2nc3ccccc3s2)c1 | 3.4 | 0.9 | 94.0 | 8.3 | -1.2 | -5.5 | 7.9 | -3.5 | -0.1 | 2.1
48 | CCCN1CCc2c(sc(NC(=O)CCS(=O)(=O)c3ccccc3)c2C(N)=O)C1 | -0.1 | -9.7 | 99.0 | -0.3 | 3.6 | -0.8 | 5.2 | nt | 0.4 | 2.4
49 | O=C(c1cccc([N+](=O)[O-])c1)N1CCN(Cc2ccc3c(c2)OCO3)CC1 | -0.4 | 0.0 | 97.0 | 2.0 | 2.3 | -4.8 | 1.2 | -6.8 | 0.3 | -13.9

Limited to ABCB6 inh 2 and MC4R barr agon, for two of the compounds above:
# | mol | ABCB6 inh 2 | MC4R barr agon
16 | O=C(CCC(=O)N(CC(=O)NC1CCCCC1)c1ccc(F)cc1)Nc1ccccn1 | 101.0 | -1.1
17 | O=C(c1ccc(Cl)nc1)N1CCN(S(=O)(=O)c2ccc(Cl)cc2)CC1 | 99.0 | -1.9

High-throughput results (PubChem BioAssay)
